Source: PubChem BioAssay (Sanford-Burnham Center for Chemical Genomics)
CXCR6 inh: inhibitors of human CXCR6 receptor | CHO-K1 PathHunter CXCR6 beta-arrestin, luminescence | inhibition, % at 20 µM | 360,000 tested, 0.36% active | AID 602244; in the data active means inhibition above about 34%, passing the limit was not always enough;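 further: antagonist mode with CXCL16 agonist at 10 nM final; 0% = 10 nM CXCL16 with DMSO and 100% = unstimulated wells without agonist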
Target sequence (O00574 whole entry, looked up): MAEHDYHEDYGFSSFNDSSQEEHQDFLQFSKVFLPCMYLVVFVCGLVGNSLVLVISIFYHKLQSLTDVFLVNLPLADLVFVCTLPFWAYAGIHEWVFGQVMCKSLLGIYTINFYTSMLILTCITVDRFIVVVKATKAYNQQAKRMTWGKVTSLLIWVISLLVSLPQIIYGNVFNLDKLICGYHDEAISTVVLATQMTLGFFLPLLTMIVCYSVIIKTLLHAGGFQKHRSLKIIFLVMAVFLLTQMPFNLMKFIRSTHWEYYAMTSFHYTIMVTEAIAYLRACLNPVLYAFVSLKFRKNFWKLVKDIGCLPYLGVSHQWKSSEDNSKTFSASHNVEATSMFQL
tim10-1 inh: inhibits growth of tim10-1 mutant yeast. S. cerevisiae tim10-1 ts strain growth, BacTiter-Glo, 24 h. inhibition, % at 20 µM. 330,000 tested, 2.2% active. AID 463190;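 active means inhibition of at least 40%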;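 further: mutant grown at 25 °C; 0% = DMSO wells with yeast and 100% = wells holding no yeast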
APJ ag: activates the human apelin receptor APJ; P35414; activation, % at 20 µM; 330,000 tested, 0.11% active; CHO-K1 APJ PathHunter beta-arrestin, luminescence; 0% DMSO wells, 100% apelin;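 active means activation more than six SD over the plate average, tested at 20 µM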;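 further: 0% = DMSO alone and 100% = apelin-13 at 10 nM; some results filed as inactive read as strong as hits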
Target sequence (P35414 whole entry, looked up): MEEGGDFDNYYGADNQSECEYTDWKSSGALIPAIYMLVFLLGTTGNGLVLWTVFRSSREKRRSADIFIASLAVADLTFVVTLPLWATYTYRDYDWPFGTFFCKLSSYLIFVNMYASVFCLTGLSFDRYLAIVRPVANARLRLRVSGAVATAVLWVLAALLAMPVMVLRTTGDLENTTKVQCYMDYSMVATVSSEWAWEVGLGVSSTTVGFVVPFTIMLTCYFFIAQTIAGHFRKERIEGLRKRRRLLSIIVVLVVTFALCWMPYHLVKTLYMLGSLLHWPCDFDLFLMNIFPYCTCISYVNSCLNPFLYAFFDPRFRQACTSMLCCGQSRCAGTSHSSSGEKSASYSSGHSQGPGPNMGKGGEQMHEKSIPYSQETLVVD
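assay system = CHO-K1 APJ beta-arrestin complementation cell line | input = cell density 1000 per well | dosing = compound 20 µM once, DMSO 1% | timing = compound 90 min 25 °C, reagent 1 h | measured by = luminescence from split beta-galactosidase complementation, Galacton Star/Emerald II substrate | read-out basis = APJ agonist activity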
Mdm2 MdmX PPI: human Mdm2/MdmX binding inhibition | O15151+Q00987 | SaOS-2 split-luciferase Mdm2/MdmX complementation, luminescence | inhibition, % at 8 µM | 330,000 tested, 3% active;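 active means inhibition of at least 50% at 8 µM in the primary screen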
TIM10 inh: growth inhibitors of TIM10 yeast strain; S. cerevisiae TIM10 strain growth, BacTiter-Glo luminescence, 24 h; inhibition, % at 10 µM; 330,000 tested, 1.4% active;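 active means inhibition of 40% or more at the single tested concentration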;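 further: wild-type TIM10 isogenic control strain grown at permissive 25 °C; 0% = DMSO yeast wells and 100% = minimal medium wells without yeast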
UPR XBP1 act: adaptive UPR (XBP1) activation. CHO-XBP1 luciferase reporter, IRE1-XBP1 UPR activation, luminescence; percent of tunicamycin response, DMSO as zero. AID 463104. 330,000 tested, 0.33% active. activation, % at 20 µM;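 active means versus positive control, 20 µM dose yields 30% or more activation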;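 further: 100% = tunicamycin at 10 µg/mL and 0% = DMSO only wells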
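incubation = overnight seeding at 37 °C, 6 h compound treatment at 37 °C | assay system = CHO-XBP1 cells stably carrying IRE1-XBP1-driven luciferase reporter | input = 1000 cells per well | detection = luciferase luminescence | dosing = single point, 20 µM final compound, 1% DMSO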
CHOP UPR activ: apoptotic UPR (CHOP) activation | CHO-CHOP luciferase reporter, luminescence; percent of tunicamycin response over DMSO baseline | activation, % at 10 µM | 330,000 tested, 0.34% active | AID 449763;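 active means at 10 µM dose, activation of 40% or more, normalized to positive control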;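 further: 100% = tunicamycin at 10 µg/mL and 0% = DMSO alone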
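assay system = CHO CHOP reporter cells | amount = 500 CHO-CHOP cells per well | buffer or medium = F12 with 10% FBS | incubation = 16-18 h cell attachment, then 6 h compound exposure, 37 °C | detection = luminescence read with Steady-Glo | read-out = percent activation relative to tunicamycin control | controls = tunicamycin high control, DMSO low control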
tim23-1 inh: inhibits growth of tim23-1 mutant yeast | S. cerevisiae tim23-1 growth, BacTiter-Glo luminescence, 24 h | inhibition, % at 20 µM | 330,000 tested, 1.3% active | AID 463212;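 active means growth inhibition of the mutant yeast at or above 50%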;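 further: temperature-sensitive mutant grown at 25 °C; plate controls were DMSO-treated mutant yeast for no effect and medium wells lacking yeast for full effect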
APJ antag: blocks the human apelin receptor APJ. P35414. 330,000 tested, 0.32% active. inhibition, % at 20 µM. CHO-K1 APJ beta-arrestin complementation, luminescence;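 active means inhibition above about 40% at 20 µM, limit read from the data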;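 further: cells challenged with 10 nM apelin-13 agonist together with compound; plate controls were apelin-13 plus DMSO wells for no effect and DMSO wells lacking apelin-13 for full effect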
* marks the source's active call; other numbers are inactive results; / = no result given. A portion of the library. The share of hits here may be higher or lower than overall.

SMILES	CXCR6 inh	tim10-1 inh	APJ ag	Mdm2 MdmX PPI	TIM10 inh	UPR XBP1 act	CHOP UPR activ	tim23-1 inh	APJ antag
CCCNC(=O)c1cc(S(=O)(=O)N2CCCCC2)ccc1N1CCOCC1	-6	7	9	5	12	0	0.0	10	1
Clc1ccc(CN2CCCCCCC2)cc1Cl	-16	12	-3	-19	2	-3	-2.0	19	16
CCN1CCN(C(c2cc(OC)ccc2OC)c2nnnn2Cc2ccccc2)CC1 (stereo not given)	5	2	-6	1	-11	0	-0.4	6	-19
COc1cc(/C=N/NC(=O)c2cc(C)n(-c3ccc(F)cc3)c2C)cc(OC)c1O	-6	1	3	26	-1	0	-0.6	21	-15
COc1ccc(C(=O)N(CCc2ccccc2)Cc2ccccc2)cc1S(=O)(=O)N1CCOCC1	-1	4	-2	28	2	-4	-0.2	-2	-5
CC1CC(=O)N(CC(=O)Nc2ccc3c(c2)OCO3)c2ccccc2S1 (stereo not given)	-2	23	-5	-2	-2	2	-1.1	21	31
O=C(Oc1ccc(-c2nnco2)cc1)N1CCCCC1	0	-7	4	-21	-12	0	1.1	15	23
O=C(NCc1ccccc1)C(=O)NCC1OCCN1S(=O)(=O)c1ccc(Br)cc1 (stereo not given)	-7	9	-1	12	2	-4	0.7	15	-11
Cc1ccc(S(=O)(=O)NC(=O)N(C)C2CCCCC2)cc1	-3	6	-2	-5	8	-4	0.0	11	5
CC(N=C(NS(=O)(=O)c1ccc(Cl)cc1)c1ccccc1)C(=O)O (stereo not given)	1	-12	-2	20	3	1	2.5	8	8
CCOc1cc(CN2CCCC(CNC(=O)c3ccc(F)cc3)C2)ccc1OC (stereo not given)	4	6	-1	21	-22	0	1.7	2	9
O=C(Nc1ccc2c(c1)OCCO2)NC12CC3CC(CC(C3)C1)C2	-7	51*	1	-162	47*	4	2.4	59*	11
COc1ccc(-c2nc(N)nc(C)c2-c2ccc(Cl)cc2)c(O)c1	1	18	-1	-15	-1	6	-0.8	35	17
CCCCc1ccc(-c2nc(NC(=O)C3C4CCC(O4)C3C(=O)O)sc2C)cc1 (stereo not given)	/	32	1	4	36	5	1.0	31	17
CCN1CCCC1CNC(=O)Cn1cc2c(n1)CCC(C)C2 (stereo not given)	9	3	-4	19	0	-1	-0.3	-3	24
Cc1[nH]nc(SCC(=O)NCC(C)C)c1[N+](=O)[O-]	-4	-2	-6	-7	0	-2	2.1	-2	23
Cc1cnc(C(=O)OCC(=O)NCc2cccc(Cl)c2)cn1	4	1	-5	-10	4	-2	2.3	5	1
COc1ccc(-n2nc(C(=O)NCC(=O)O)c3ccccc3c2=O)cc1	-1	-2	-3	0	7	5	-0.7	4	11
COc1ccc(-n2nc(C(=O)NCC(=O)NC(C)C)c3ccccc3c2=O)cc1	-5	18	0	7	-14	-3	-0.6	-5	-9
CCOC(=O)c1c(C)[nH]c(C(=O)OCc2ccccc2)c1C	-12	17	8	-284	10	1	3.5	23	-2
C/C(=N\Nc1ccc(C(=O)O)cc1)c1ccc(Br)cc1	7	0	-6	-115	8	-3	-5.5	37	-9
CCN=c1sc(C(=O)OC)cc(=O)n1CC	-3	12	-2	21	5	0	-0.6	7	5
COc1ccccc1N(CN1C(=O)c2ccccc2C1=O)C(=O)c1cccc(C)c1	0	22	-1	-10	22	1	-0.9	24	14
O=C1CSC(=S)N1N1C(=O)c2cccc([N+](=O)[O-])c2C1=O	/	1	-3	19	-3	0	0.8	4	7
CC(C)=CCC/C(C)=C/CNC(=O)C[C@H]1C[C@H](C(=O)N2CCOCC2)[C@@]2(C)c3[nH]c4cc(-c5ccco5)ccc4c3CCN2C1=O	2	34	/	37	8	10	5.3	47	/
Continuation.
SMILES	CXCR6 inh	tim10-1 inh	APJ ag	Mdm2 MdmX PPI	TIM10 inh	UPR XBP1 act	CHOP UPR activ	tim23-1 inh	APJ antag
O=C(CCN1CCCCCC1)Nc1ccc2c(c1)OCCO2	-2	-12	-3	4	-3	0	0.2	1	2
COc1ccc(/C=C2\CCCC3C2=NN(C(=O)c2ccco2)C3c2ccc(OC)c(OC)c2)cc1OC (stereo not given)	9	32	-2	22	11	-1	3.6	34	15
CC(C)Cc1nnc(NC(=O)c2ccc3c(=O)n4c(nc3c2)CCC4)s1	-2	26	2	27	16	0	2.1	21	0
CCC(=S)/C=C1\Sc2ccc3ccccc3c2N1CCCS(=O)(=O)O	/	12	-1	2	8	-3	0.4	9	10
CC1=CC(C)(C)N(C(=O)CN2C(=O)CCC2=O)c2ccccc21	1	11	-2	20	3	-4	0.6	5	-15
O=C(O)c1cccc(N2C(=O)C3C4C=CC(C4=C(c4ccccc4)c4ccccc4)C3C2=O)c1 (stereo not given)	2	23	-1	-29	16	-5	-0.8	20	-28
CCC1CCCCN1C(=O)COC(=O)c1cc2ccccc2cc1O (stereo not given)	-7	-9	-2	4	-6	-2	3.9	19	21
COc1ccc(CN2CCOCCOCCN(Cc3ccc(OC)cc3)CCOCCOCC2)cc1	8	-4	-5	42	9	0	-0.5	-2	14
CCN(CC)S(=O)(=O)c1cccc(C(=O)N[C@H](C(=O)O)C(C)C)c1	0	12	-5	3	4	-3	0.9	0	1
C#CCNC(=O)C1=C[C@H](c2ccccc2)C[C@H](OCCCCO)O1	-8	-13	-4	8	-7	4	3.6	6	9
COc1cccc(NC(=O)CN(C)C(=O)c2c(C)noc2C)c1	7	7	-3	10	-9	0	-0.7	8	21
CCC(Sc1nnnn1-c1ccccc1)C(=O)NC(C)c1ccccc1 (stereo not given)	-3	20	-4	-8	-1	-2	-0.7	23	1
[O-][n+]1ccc(C2CC2)cc1	3	-3	-6	13	6	1	-0.2	2	-4
CN(CC(=O)NCc1ccco1)C(=O)C1CC(=O)N(c2ccc3c(c2)OCCO3)C1 (stereo not given)	5	13	-2	31	9	-1	0.2	14	-14
COc1cccc(-c2nnn(CC(=O)Nc3ccc(C)cc3C)n2)c1OC	2	10	-3	13	-9	-3	-2.2	-8	-1
O=C(Nc1cccc(C(F)(F)F)c1)C(SCCO)c1ccccc1 (stereo not given)	-3	14	-1	13	12	-3	-1.4	20	0
Cc1cccn2c(=O)c3cc(C(=O)NC4CCCCC4C)n(C)c3nc12 (stereo not given)	8	20	12	-5	3	7	-0.9	18	-6
CN(C)C(CNC(=O)CCc1c[nH]c2ccccc12)c1ccccc1 (stereo not given)	3	9	-1	29	-19	-4	3.3	5	-6
CCCn1c(N)[n+](CC(=O)c2ccco2)c2ccccc21	1	11	-1	-4	16	0	-1.4	14	6
COc1ccc(Nc2nc(C(=O)N(CCO)Cc3ccccc3)cs2)cc1	8	-21	-1	11	0	-4	-2.8	17	-9
COC(=O)CCC(=O)OC1(C)C(=O)C2=CN(c3ccccc3)C(c3ccc(OC)cc3)=CC2=C(Br)C1=O (stereo not given)	-9	-4	21	13	17	2	2.8	15	-123
O=C(Nc1nccs1)C(Br)C(Br)c1ccccc1 (stereo not given)	-11	1	1	-13	-34	2	4.2	49	15
CCOC(=O)C1CCN(C(=S)Nc2cc(OC)c(OC)cc2C(=O)OC)CC1	2	14	4	-4	10	-2	-1.5	33	0
COC(=O)c1c(-c2ccccc2)csc1NC1=NS(=O)(=O)c2ccccc21	12	9	4	-166	-33	1	4.5	-9	15
O=C1NC(Cc2ccccc2)C(=O)Nc2ccc(Br)cc21 (stereo not given)	-7	8	-1	2	0	-4	3.7	5	3

Part of the list above, comma-delimited.
structure,CXCR6 inh,tim10-1 inh,APJ ag,Mdm2 MdmX PPI,TIM10 inh,UPR XBP1 act,CHOP UPR activ,tim23-1 inh,APJ antag
Cc1cccn2c(=O)c3cc(C(=O)NC4CCCCC4C)n(C)c3nc12 (stereo not given),8,20,12,-5,3,7,-0.9,18,-6
CN(C)C(CNC(=O)CCc1c[nH]c2ccccc12)c1ccccc1 (stereo not given),3,9,-1,29,-19,-4,3.3,5,-6

(listing goes on)
SMILES	CXCR6 inh	tim10-1 inh	APJ ag	Mdm2 MdmX PPI	TIM10 inh	UPR XBP1 act	CHOP UPR activ	tim23-1 inh	APJ antag
Cc1ccc2[nH]c(=O)c(C3C(C#N)=C(N)Oc4c3ccc3cccnc43)cc2c1 (stereo not given)	0	29	6	57*	12	2	-0.4	-6	-57
COCCOC(=O)C1=C(C)NC(=O)NC1c1cc2c(cc1Br)OCO2 (stereo not given)	10	10	0	8	-12	-8	1.3	1	11
Cc1ccc(CN2CCN(C3CCCC3)C(CCO)C2)s1 (stereo not given)	-9	7	-2	16	14	-1	-0.1	-2	-14
COc1ccc(S(=O)(=O)Nc2cccc(C)n2)c2ccccc12	3	6	-3	18	11	2	0.5	18	-2
CSCCC(NC(=O)c1ccccc1)C(=O)NCCc1ccccc1 (stereo not given)	-2	13	-2	-32	-4	-8	1.3	19	14
O=c1[nH]cnc2c1sc(=S)n2-c1ccccc1	1	8	4	-2	-1	1	-3.6	2	-12
CCOC(=O)c1c(C)[nH]c(C)c1S(=O)(=O)Nc1ccc(CN2CCCCC2)cc1	1	10	-2	15	5	0	1.1	3	-2
CCc1cccc(NC(=O)CSCc2nc3sc(C)c(C)c3c(=O)[nH]2)c1	-6	15	-4	11	11	1	3.0	13	30
CC(=O)c1cccc(NS(=O)(=O)c2cc(OCC(N)=O)c(C)cc2Cl)c1	6	9	-1	7	3	-1	-0.6	7	23
CC(OC(=O)CC1Sc2ccccc2NC1=O)C(=O)NC1CCCC1 (stereo not given)	-3	1	0	7	6	2	0.6	14	-5
Cc1ccc(-c2nc(N)sc2CC(=O)OCC(=O)NCC2CCCO2)cc1 (stereo not given)	5	8	-4	11	4	-5	5.2	6	6
Fc1ccc2[nH]c3c(c2c1)CN(C(=S)NCc1ccccc1)CC3	-2	29	1	-6	41*	2	-0.6	49	10
O=C(/C=C/c1ccco1)c1ccccc1O	5	13	-2	19	17	4	1.5	11	19
CCCSc1nnc(Cn2c(=O)sc3ccccc32)n1C	-1	-11	-5	10	1	5	1.0	5	-39
Cc1[nH][nH]c(=O)c1N=Nc1ccccc1C#N	/	-2	-2	-9	8	-4	0.0	5	-36
Cc1ccc2nc(N(CCN(C)C)C(=O)c3ccc4ccccc4c3)sc2c1	12	20	-4	10	13	-4	2.8	21	11
COc1ccc(-n2c(C)nc(N)c2C(=O)c2ccccc2)cc1	2	13	-5	0	9	-1	-0.2	20	4
Oc1oc(-c2ccccc2)nc1C=Nc1ccccc1	6	15	-2	-49	18	3	3.2	16	10
CCOC(=O)c1ccc(N2C(=O)C=C(N3CCOCC3)C2=O)cc1	-1	13	-2	-26	2	-4	0.1	5	-13
c1ccc(CN2CCN(C3CCCSc4ccccc43)CC2)cc1 (stereo not given)	1	3	-5	4	8	-4	0.3	3	17

Entries listed so far with an aryl thioether with sulfur outside any ring, in the order listed:
SMILES	CXCR6 inh	tim10-1 inh	APJ ag	Mdm2 MdmX PPI	TIM10 inh	UPR XBP1 act	CHOP UPR activ	tim23-1 inh	APJ antag
Cc1[nH]nc(SCC(=O)NCC(C)C)c1[N+](=O)[O-]	-4	-2	-6	-7	0	-2	2.1	-2	23
CCC(Sc1nnnn1-c1ccccc1)C(=O)NC(C)c1ccccc1 (stereo not given)	-3	20	-4	-8	-1	-2	-0.7	23	1
CCCSc1nnc(Cn2c(=O)sc3ccccc32)n1C	-1	-11	-5	10	1	5	1.0	5	-39
